High-throughput results: PubChem BioAssay, several laboratories
PGE2 EP2 inh = human EP2 receptor antagonists, primary screen, TR-FRET cAMP, C6 glioma cells | 260,000 tested, 0.52% active | Prostaglandin E2 receptor EP2 subtype (Homo sapiens), P43116 | AID 1422, 2008 | C6 glioma cells expressing human EP2; cells stimulated with saturating PGE2 | inhibition, % at 25 µM;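 active = percent inhibition above 40 after rounding to a whole number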;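 also: rat C6 glioma host cells with rolipram phosphodiesterase inhibitor present; the protocol text gives 20 µM as final concentration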
Target sequence (P43116 whole entry, looked up): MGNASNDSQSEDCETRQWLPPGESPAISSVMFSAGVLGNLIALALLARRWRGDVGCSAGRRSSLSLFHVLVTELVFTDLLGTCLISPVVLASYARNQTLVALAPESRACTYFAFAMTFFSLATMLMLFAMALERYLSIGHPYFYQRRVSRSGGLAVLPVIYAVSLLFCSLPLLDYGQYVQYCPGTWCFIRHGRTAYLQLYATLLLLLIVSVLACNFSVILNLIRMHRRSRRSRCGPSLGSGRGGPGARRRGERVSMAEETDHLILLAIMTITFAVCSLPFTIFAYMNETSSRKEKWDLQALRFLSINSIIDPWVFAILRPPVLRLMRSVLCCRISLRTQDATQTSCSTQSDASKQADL
RBBP9 inhibitor = human RBBP9 inhibitors, primary screen, biochemical, fluorescence polarization, FP-Rh probe, HTS | Serine hydrolase RBBP9 (Homo sapiens), O75884 | recombinant RBBP9 | inhibition, % at 7.94 µM | 220,000 tested, 0.2% active;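 active = inhibition above the campaign mean of all tested compounds plus 3 SD, cut at about 14% in these data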;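 also: plate controls were DMSO wells with RBBP9 for no effect and wells lacking RBBP9 protein for full effect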
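Measured by: FP readout at 525/598 nm; material: recombinant human RBBP9; also added: Serine-hydrolase probe FP-Rh, 375 nM pre-mixing; medium: Tris buffer pH 8.0, NaCl, Pluronic; replication: one well per compound; doses: one concentration, 7.94 µM nominal, 0.794% DMSO; timing: preincubation 30 min plus labeling 45 min at 25 °C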
TNF necrop inh = inhibitors of TNF-alpha triggered necroptosis, primary screen, cell-based, Jurkat FADD-/-, single concentration | Jurkat FADD-/- TNF necroptosis rescue, ATP luminescence, 24 h; 0 = TNF only, 100 = no-TNF cells | activation (protection from cell death), % at 10 µM | 220,000 tested, 0.068% active | AID 463075, 2010;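 active = activation, meaning protection from cell death, of at least 50% relative to plate controls; inactive = activation below 50%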;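 also: necroptosis triggered by 40 ng/mL TNF-alpha added together with compound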
Runt-SMMHC FRET = inhibitors of RUNX1 Runt–CBFb-SMMHC binding, primary screen, biochemical, FRET, Cerulean-Runt, Venus-CBFb-SMMHC, uHTS; 220,000 tested, 0.74% active; Runt-related transcription factor 1 (Homo sapiens) + Core-binding factor subunit beta …; Cerulean-Runt/Venus-CBFb-SMMHC FRET ratio 530/480, 1 h; inhibition, % at 20 µM;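 active = mean inhibition across duplicate retests at 20 µM reaching about 50%, limit read from the data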;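 also: 0% = DMSO wells and 100% = wells with excess untagged CBFb-SMMHC; inhibitors lower the FRET ratio by blocking Runt binding to CBFb-SMMHC; some results filed as inactive read as strong as hits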
PERK inhibitor = block of dimerizer-induced PERK translation repression, primary screen, PERK inhibitor project, CHO PERK-DD cells, SEAP luminescence, HTS; CHO PERK-DD fusion, SEAP luminescence translation reporter; 220,000 tested, 0.17% active; inhibition, % at 5.6 µM; AID 1416, 2008; Eukaryotic translation initiation factor 2-alpha kinase 3 (Homo sapiens), Q9NZJ5;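 active = inhibition above the mean inhibition of all tested compounds plus 3 SD, set separately per screening campaign, cut at about 2.9% in these data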;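 also: PERK kinase domain activated by AP20187 dimerizer at 100 nM; 0% = DMSO with dimerizer and 100% = rapamycin at 8.4 µM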
Hck Nef HTS = inhibitors of Nef-activated human Hck kinase, primary screen, biochemical, Z-Lyte FRET, 384-well, Hck-YEEI | Tyrosine-protein kinase HCK (Homo sapiens), P08631 | Recombinant Hck-YEEI plus Nef, Z-Lyte FRET kinase assay | inhibition, % at 20 µM | 220,000 tested, 0.68% active;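 active = Hck-Nef kinase inhibition above about 50%, limit read from the data; inactive = inhibition below that limit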;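 also: 0% = DMSO with Hck plus Nef and 100% = Hck alone without Nef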
Target sequence (P08631 whole entry, looked up): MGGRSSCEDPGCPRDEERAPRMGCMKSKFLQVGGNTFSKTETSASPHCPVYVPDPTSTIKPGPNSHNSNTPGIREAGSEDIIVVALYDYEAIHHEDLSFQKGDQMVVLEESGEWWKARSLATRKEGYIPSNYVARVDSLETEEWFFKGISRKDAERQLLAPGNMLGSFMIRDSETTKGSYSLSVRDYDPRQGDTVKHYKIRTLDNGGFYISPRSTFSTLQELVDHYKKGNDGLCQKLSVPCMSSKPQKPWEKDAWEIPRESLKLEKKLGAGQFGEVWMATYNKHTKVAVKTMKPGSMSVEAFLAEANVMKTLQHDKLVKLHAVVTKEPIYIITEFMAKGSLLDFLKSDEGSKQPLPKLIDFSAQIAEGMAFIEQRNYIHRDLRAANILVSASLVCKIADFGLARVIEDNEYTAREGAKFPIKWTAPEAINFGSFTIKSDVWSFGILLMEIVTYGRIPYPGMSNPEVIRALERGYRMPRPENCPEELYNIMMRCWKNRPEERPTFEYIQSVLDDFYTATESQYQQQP
L929 necroptosis = inhibitors of zVAD-triggered necroptosis, primary screen, L929 cells | 220,000 tested, 0.38% active | viability rescue, % at 10 µM | L929 zVAD necroptosis rescue, ATP luminescence, 24 h; with zVAD 60 µM;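 active = activation, scaled between plate controls, above about 75%, limit read from the data; inactive = activation under that limit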;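 also: 0% = zVAD with DMSO and 100% = DMSO alone without zVAD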
Runt-CBFb FRET = inhibitors of RUNX1 Runt–CBFb binding, primary screen, biochemical, FRET, Cerulean-Runt, Venus-CBFb, uHTS; inhibition, % at 20 µM; Cerulean-Runt/Venus-CBFb FRET ratio 530/480, 1 h; 220,000 tested, 0.46% active; Runt-related transcription factor 1 (Homo sapiens) + Core-binding factor subunit beta …; AID 1496, 2009;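 active = inhibition over about 50% at 20 µM in the single-dose screen, limit read from the data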;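 also: 0% = DMSO wells and 100% = excess unlabeled CBFb competitor control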
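Measured by: fluorescence energy transfer, 422 nm excitation, 530/480 nm emission; test system: Cerulean-tagged RUNX1 Runt domain (FRET donor) fusion protein; buffer or medium: Tris pH 7.5 buffer with BSA; compound: one dose, 20 µM compound, 1% DMSO; times: two 1 h room-temperature incubations shielded from light; benchmarks: unlabeled CBFb 5 µM, positive control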
EP2 modulator = EP2 receptor modulators, cAMP readout, primary screen, cell-based, HTRF cAMP, PGE2 stimulation; Prostaglandin E2 receptor EP2 subtype (Homo sapiens), P43116; induction, % at 25 µM; EP2-expressing cells, cAMP HTRF FRET, PGE2 co-stimulation; 260,000 tested, 0.83% active;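 active = compounds whose cAMP rise, as percent of the full-agonist control response, exceeds 60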;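 also: rat C6 glioma line stably carrying human EP2 under a CMV promoter; the protocol text gives 20 µM as final concentration; 100% = response of wells given 1 µM PGE2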
* = called active by the depositor; / = no result given; & = joins results of further samples. An excerpt (hit frequency here may not be typical).

SMILES	PGE2 EP2 inh	RBBP9 inhibitor	TNF necrop inh	Runt-SMMHC FRET	PERK inhibitor	Hck Nef HTS	L929 necroptosis	Runt-CBFb FRET	EP2 modulator
Cc1ccccc1Nc1c(-c2ccncc2)nc2ccc(Cl)cn12	7	-2	-8.2	3	-0.1	-3	-0.7	1	17
COCCn1nc2cc(C(=O)NCC34CC5CC(CC(C5)C3)C4)ccc2c1OC	11	-4	-0.1	-2	-0.4	4	2.5	/	-4
COc1ccc(S(=O)(=O)N(CCc2ccccc2)CC(=O)NC(C)C)cc1	4	-4	0.9	8	-0.9	2	0.2	1	7
CCOC(=O)CNC(=O)CSc1nc2cccnc2n1C	8	-9	2.0	1	1.3	-5	-0.1	1	-5
Oc1[nH]c(N=C2N=c3ccccc3=N2)c2ccccc12	12	-11	-21	-4	0.7	2	7.1	-30	-33
CCCS(=O)(=O)N1CCN(C2CCC(C)CC2)CC1 (stereo unspecified)	8&5	-3	-1.0	-2	-0.1	14	11	1	-52&19
Cc1cc2n(n1)C(c1sccc1C)Nc1ccccc1-2 (stereo unspecified)	6	-3	-3.5	3	0.7	5	0.1	-2	32
CS(=O)(=O)N(CC(=O)NCCSCc1cccc(Cl)c1)c1ccc2c(c1)OCO2	10	-3	-0.1	-2	-0.2	-8	0.8	-3	-6
CCCCN1C2=NCCCN2c2cc(C)c(C)cc21	/	0	-0.9	2	-0.9	-1	-0.6	0	-3
CCN(CC)CCN1C(=O)C(=O)/C(=C(/O)c2ccncc2)C1c1ccccc1 (stereo unspecified)	10	-5	0.8	-2	0.9	0	2.0	0	2
CCNC(=O)NC(=O)C(C)Sc1nnc(COc2ccccc2Cl)o1 (stereo unspecified)	10	1	1.1	-2	0.7	-2	0.3	0	-24
O=C(CSc1nnc(-c2ccccc2)n1-c1ccccc1)N1c2ccccc2Sc2ccccc21	/	1	-1.9	0	1.6	5	0.1	2	32
COc1cc2c(cc1OC)C(COc1ccccc1OC)N(C(=O)c1ccco1)CC2 (stereo unspecified)	3	-15	2.4	-1	-0.9	22	0.3	0	-1
Cc1sc2ccccc2[n+]1CC(=O)O	4	-5	-0.3	34	1.7	-32	0.1	44	-11
CNc1ccc(S(=O)(=O)NCC(=O)OCC(=O)Nc2cccc(Cl)c2Cl)cc1[N+](=O)[O-]	9	-5	0.4	-2	0.0	1	1.0	-3	-17
COc1cccc(CN2CCN(Cc3ccc(O)cc3)CC2CCO)c1 (stereo unspecified)	3	3	0.7	/	0.8	21	-0.1	/	-30
COc1ccccc1C(=O)Nc1c(C)n(C)n(-c2ccccc2)c1=O	4	6	0.8	0	0.6	3	-0.2	-1	28
CCCCCC(/C=N/Nc1ccc(S(=O)(=O)N2CCOCC2)cc1[N+](=O)[O-])=C\c1ccccc1	5	2	-0.2	-2	-0.2	-4	-0.4	-4	12
CC1(NC(=S)N(CCO)CCO)CCS(=O)(=O)C1 (stereo unspecified)	5	-3	1.8	-8	0.5	1	-0.2	0	5
COCCCNC(=O)CNC(=S)N(Cc1ccccc1)Cc1cccnc1	4	-1	0.3	-2	1.3	-13	0.6	-2	-9

2 entries picked at random from the list so far, as already listed:
SMILES	PGE2 EP2 inh	RBBP9 inhibitor	TNF necrop inh	Runt-SMMHC FRET	PERK inhibitor	Hck Nef HTS	L929 necroptosis	Runt-CBFb FRET	EP2 modulator
Cc1ccccc1Nc1c(-c2ccncc2)nc2ccc(Cl)cn12	7	-2	-8.2	3	-0.1	-3	-0.7	1	17
COc1cccc(CN2CCN(Cc3ccc(O)cc3)CC2CCO)c1 (stereo unspecified)	3	3	0.7	/	0.8	21	-0.1	/	-30

More records
SMILES	PGE2 EP2 inh	RBBP9 inhibitor	TNF necrop inh	Runt-SMMHC FRET	PERK inhibitor	Hck Nef HTS	L929 necroptosis	Runt-CBFb FRET	EP2 modulator
COC(=O)c1ccc(Sc2nnnn2-c2ccccc2)c([N+](=O)[O-])c1	11	5	-21	1	0.8	0	-0.4	0	-11
COc1cccc(NC(=O)N2CCCC2C(=O)Nc2ccc3c(c2)OCCO3)c1 (stereo unspecified)	4	-5	-0.8	-3	0.9	21	-0.1	1	7
COCCCn1c(=O)c2ccccc2c2ccccc2c1=O	12	3	0.2	0	1.8	0	0.9	-1	12
O=C(CSc1nccc(-c2cccs2)n1)Nc1ccccc1	16	-4	-0.9	-4	-0.7	18	0.0	-1	-46
O=C(CNc1ccc(Br)cc1)c1ccccc1	6	-8	-8.0	1	1.1	0	-0.3	0	14
C=CCNC(=O)/C(C#N)=C/c1ccccc1OCc1ccc(C(=O)OC)cc1	8	-9	-3.7	0	-0.5	-1	-0.4	-4	-6
COc1ccccc1N1CCN(C(=O)CSc2nnc3c4ccccc4n(CC(=O)O)c3n2)CC1	7	-1	1.4	-2	0.1	0	1.3	1	10
O=c1[nH][nH]c(C(F)(F)F)c1C=NCc1cccs1	-1	-4	-0.9	-1	0.8	25	0.4	0	32
N=c1n(CCN2CCCCC2)c2ccccc2n1CC(O)COc1ccccc1 (stereo unspecified)	22	-17	-9.9	0	-1.5	0	-0.3	0	10
O=C(Nc1ccc2nc(-c3ccco3)c(-c3ccco3)nc2c1)NC1CC1	/	-2	-7.0	-67	-0.3	46	-0.1	-17	17
COC(=O)c1cn(NC(=O)c2ccc(F)cc2)c(=O)c2ccccc12	8	-5	-1.0	-4	-0.2	-1	-0.1	-1	11
C=CCNc1nc(-c2cccs2)c(CC(=O)O)s1	3	-4	1.1	-3	0.2	28	-0.6	22	7
Cc1cc(C)c(CN2CCC(CO)(CCOc3ccccc3)CC2)cc1C	4	-5	2.0	1	1.4	-3	-0.2	0	-30
O=C(NC1CCCCC1)C1CCC(CNS(=O)(=O)c2cccc3nsnc23)CC1 (stereo unspecified)	7	-6	1.4	-1	-1.6	-2	-0.6	-1	10
O=C1Cc2cc(CCN3CCN(c4nsc5ccccc45)CC3)c(Cl)cc2N1	/	-3	/	-1	0.8	/	/	5	/
CCCC(=O)Nc1cc(-c2nn(C)c(=O)c3ccccc23)ccc1N1CCCCC1	4	-3	-6.2	/	-0.6	-5	-1.1	/	/
CC(=O)c1cccc(NC(=O)c2nccnc2C(=O)O)c1	13	-4	1.2	4	1.4	1	2.0	-2	21
CCOC(=O)c1cc2occc2n1CC(=O)Nc1ccc(OC)cc1OC	/	9	0.3	0	-0.3	-2	0.6	0	12
O=C(CN1CCCCCC1=O)N1CCN(S(=O)(=O)c2cccs2)CC1	6	0	-0.4	1	1.4	8	-0.6	3	17
O=C(CN1C(=O)C2CCCCC2C1=O)Nc1nc(-c2ccccn2)cs1 (stereo unspecified)	15	-5	-1.5	3	-1.3	-2	-1.0	11	0
O=C(NCc1ccc2c(c1)OCO2)c1cccc(Cl)c1	9	-11	4.0	1	0.1	0	0.9	-2	10
CCSc1nc(-c2ccc(OC)cc2)cc(-c2ccccc2)c1C#N	0	-5	-0.7	-4	-0.5	-1	-0.3	0	27
Cc1cc(C=O)c(C)n1-c1ccc(N2CCOCC2)cc1	10	-2	0.7	0	0.2	-6	-1.0	-4	10
CCOc1ccc(C(C)=O)cc1CN1C(=O)C(=O)N(CC)C1=O	5	-10	0.6	-3	0.6	-22	0.1	-2	23
COc1ccc(C2(NC(C)=O)CCN(C(=O)CCC(=O)O)CC2)cc1	9	-5	0.1	-1	-0.1	-23	-0.3	0	7
CC1CCCC(CC(=O)O)(CC(=O)O)C1 (stereo unspecified)	12	-7	1.0	-3	0.4	14	-0.1	0	-16
COC(=O)c1ccc(CN(c2ccccn2)S(=O)(=O)c2ccccc2)cc1	8	0	-1.6	-11	0.6	1	0.3	/	28
O=C(NCCn1ccc2ccccc21)c1ccc(S(=O)(=O)N2CCOCC2)cc1	14	/	0.1	1	/	0	-0.9	-1	-13
CCC(=O)NC(Nc1cccc(C)n1)(C(F)(F)F)C(F)(F)F	9	-3	-5.9	2	1.8	2	1.1	-1	-2

One compound at a time, as listed above. Order of values: PGE2 EP2 inh, RBBP9 inhibitor, TNF necrop inh, Runt-SMMHC FRET, PERK inhibitor, Hck Nef HTS, L929 necroptosis, Runt-CBFb FRET, EP2 modulator
Record of COC(=O)c1ccc(CN(c2ccccn2)S(=O)(=O)c2ccccc2)cc1 → 8, 0, -1.6, -11, 0.6, 1, 0.3, /, 28
Record of Cc1cc(C=O)c(C)n1-c1ccc(N2CCOCC2)cc1 → 10, -2, 0.7, 0, 0.2, -6, -1.0, -4, 10
Record of CCC(=O)NC(Nc1cccc(C)n1)(C(F)(F)F)C(F)(F)F → 9, -3, -5.9, 2, 1.8, 2, 1.1, -1, -2
Record of COc1ccccc1N1CCN(C(=O)CSc2nnc3c4ccccc4n(CC(=O)O)c3n2)CC1 → 7, -1, 1.4, -2, 0.1, 0, 1.3, 1, 10
